S100A4 inh HTS – blocks human S100A4 binding to myosin IIA peptide; P26447; S100A4/TAMRA-MyoIIA peptide fluorescence polarization; inhibition, % at 10.7 µM; hit rate 0.14% among 360,000; AID 652163;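 active means mean inhibition of at least 70% across replicates, with every replicate also reaching that level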
Target sequence (P26447 whole entry, looked up): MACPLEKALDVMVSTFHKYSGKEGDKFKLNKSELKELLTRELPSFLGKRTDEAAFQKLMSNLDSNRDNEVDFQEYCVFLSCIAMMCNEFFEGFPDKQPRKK
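Compound dosing: one dose per compound; test system: human S100A4 monomer with TAMRA-labelled myosin IIA peptide; probe or stimulus: TAMRA-labelled myosin IIA heavy-chain peptide probe, 5 nM; medium: HEPES buffer with Ca2+, pH 7.2; schedule: 5 min incubation before reading; benchmarks: neutral control DMSO, positive control TFP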
RAD54 inh – blocks human RAD54 Holliday junction branch migration; Q92698; FAM/BHQ fluorescence; inhibition, % at 10.4 µM; hit rate 0.14% among 360,000;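 active means mean normalized replicate activity at least 40 and at least half of replicates scoring 40 or more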;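 further: 0% = median of neutral control wells and 100% = median of positive control wells; inhibitors cause a drop in the FAM fluorescence signal; in these data hits start at about 50%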
esBAF inh – inhibitors of esBAF chromatin remodeling in mouse ES cells | Bmi1-luciferase knock-in reporter, 24 h; 100% = twice the neutral-well signal | reporter increase, % at 12.5 µM | hit rate 2% among 350,000 | AID 602393; in the data active means activation above about 40%;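 further: 0% = median of the plate's neutral control wells and 100% = double that signal; a rise in the Bmi1 reporter signal indicates esBAF inhibition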
RAD52 inh – blocks human RAD52 DNA annealing; P43351; recombinant RAD52 DNA annealing, FRET fluorescence; inhibition, % at 18.7 µM; hit rate 0.46% among 360,000;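 active means every replicate showing at least 50% inhibition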
ERAP1 inh – ERAP1 (human) enzyme inhibition; inhibition, % at 10.7 µM; hit rate 0.15% among 340,000; recombinant ERAP1, Leu-AMC fluorescence, 60 min;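 active means mean replicate inhibition of at least 30%, or all replicates individually reaching that 30% level; inactive means mean below 30% and not every replicate reaching it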;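 further: 0% = neutral control wells and 100% = L-leucinethiol positive control wells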
Target sequence (Q9NZ08 whole entry, looked up): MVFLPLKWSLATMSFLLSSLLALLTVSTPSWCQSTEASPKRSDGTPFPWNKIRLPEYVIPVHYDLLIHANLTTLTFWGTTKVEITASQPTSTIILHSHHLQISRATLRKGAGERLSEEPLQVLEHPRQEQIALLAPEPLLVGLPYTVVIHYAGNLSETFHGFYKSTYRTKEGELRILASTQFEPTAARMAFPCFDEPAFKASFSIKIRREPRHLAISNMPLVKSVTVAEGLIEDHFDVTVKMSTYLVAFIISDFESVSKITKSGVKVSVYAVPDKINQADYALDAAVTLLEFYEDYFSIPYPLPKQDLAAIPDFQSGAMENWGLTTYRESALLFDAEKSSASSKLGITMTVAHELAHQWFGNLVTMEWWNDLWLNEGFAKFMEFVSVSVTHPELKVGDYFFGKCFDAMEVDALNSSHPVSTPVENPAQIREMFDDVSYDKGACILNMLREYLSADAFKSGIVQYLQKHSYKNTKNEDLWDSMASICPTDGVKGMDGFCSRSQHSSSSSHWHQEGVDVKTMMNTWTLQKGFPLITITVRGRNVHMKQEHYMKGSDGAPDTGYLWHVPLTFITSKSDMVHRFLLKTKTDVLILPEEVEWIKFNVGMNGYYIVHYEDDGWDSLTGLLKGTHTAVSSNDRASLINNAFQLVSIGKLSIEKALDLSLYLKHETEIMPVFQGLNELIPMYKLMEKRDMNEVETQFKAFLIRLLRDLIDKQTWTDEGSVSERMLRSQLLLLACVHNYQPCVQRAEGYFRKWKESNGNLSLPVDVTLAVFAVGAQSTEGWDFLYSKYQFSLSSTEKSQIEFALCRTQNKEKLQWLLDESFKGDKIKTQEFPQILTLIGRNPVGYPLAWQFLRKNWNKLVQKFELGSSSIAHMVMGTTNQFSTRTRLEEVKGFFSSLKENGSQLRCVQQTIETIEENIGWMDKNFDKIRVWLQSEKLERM
E-selectin induc – E-selectin induction on HUVECs; HUVEC E-selectin immunofluorescence imaging; normalized: neutral wells 0, TNF-alpha wells 100; activation, % at 7.58 µM; hit rate 0.37% among 260,000;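 active means mean E-selectin-positive cell signal at least 10% of the positive control, reached in at least 60% of replicates, without over 20% cell loss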;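 further: in these data hits start at about 27%; measured in HUVEC primary endothelial cells; signal is the percent of cells scored E-selectin positive by PE staining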
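Test system – human umbilical vein endothelial cells (HUVEC), E-selectin induction · Input – 3,000 HUVEC seeded per well · Buffer or medium – EGM-2, gelatin · Compound dosing – single-point compound dose · Detection – immunofluorescence imaging · Measure – percent E-selectin-positive cells · Controls – TNF-alpha high, DMSO low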
XiGFP reactiv – activators of X-chromosome reactivation in mouse fibroblasts; XiGFP mouse fibroblasts, % GFP-positive cells imaging, 3 d; cells co-treated with 5-aza-dC sensitizer; scaled so ellipticine positive control = 100%; activation, % at 7.58 µM; hit rate 0.055% among 360,000; AID 743238;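 active means mean normalized replicate activation at least 10% and every replicate at or above 10%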;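 further: 0% = median of on-plate neutral control wells and 100% = ellipticine 6 µM median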
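System: SV40-immortalized XiGFP fibroblast cells, line 68-5-11 / Incubation: 3-day compound exposure, then 15 min fixation at room temperature / Compound: single concentration per compound, delivered by pin transfer / Buffer or medium: DMEM plus 5-aza-dC sensitizer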
ERp5 inh – blocks human ERp5 reductase activity on insulin; AID 651711; ERp5 insulin aggregation, absorbance 650 nm, 90 min; inhibition, % at 9.99 µM; hit rate 0.05% among 350,000; Q15084;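 active means mean replicate inhibition above about 25%, with every replicate also reaching it, limit read from the data, passing the limit was not always enough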
Starred values were filed as active, the others as inactive; nt = no result given.

SMILES	S100A4 inh HTS	RAD54 inh	esBAF inh	RAD52 inh	ERAP1 inh	E-selectin induc	XiGFP reactiv	ERp5 inh
CCOc1ccccc1C1NC(=O)c2ccccc2N1 (configuration not stated)	0	nt	nt	0	-5	2.4	1.3	5
Cc1cccc(C)c1N1C(=O)CN(Cc2ccccc2)C1=S	-4	2	5	-16	1	nt	0.1	2
C[C@H](CO)N1C[C@H](C)[C@H](CN(C)Cc2ccc(Oc3ccccc3)cc2)OCc2ccccc2-c2c(n(C)c3ccccc23)C1=O	-3	nt	nt	12	-1	6.9	0.5	10
CN1C(=O)c2cc(NC(=O)c3ccc(F)cc3)ccc2OC[C@H]2O[C@H](CC(=O)NCC3CC3)CC[C@@H]21	5	8	1	5	7	0.0	0.3	6
C[C@@H]1CN([C@@H](C)CO)C(=O)c2cccc(NC(=O)C3CC3)c2O[C@@H]1CN(C)Cc1ccc(Cl)c(Cl)c1	9	3	-1	3	2	-0.5	0.1	7
Cc1ccc(NC(=O)CSc2nnc(Cc3csc(C)n3)o2)cc1	-3	-6	11	-11	1	0.0	0.1	4
COc1ccc(/C(C)=N/NC(=O)CN(c2ccc(OC)cc2)S(=O)(=O)c2ccccc2)cc1	0	-2	2	-11	-2	nt	0.0	-4
COC(=O)c1cnc(Nc2ccc(Cl)cc2)c([N+](=O)[O-])c1	-3	-11	0	-6	2	1.8	-0.1	-5
Nc1c(C(=O)N2CCCCC2)sc2nc3c(cc12)CCCC3	5	-25	54*	0	-2	nt	0.4	2
CCCC(=O)N1CCC1(C)C(=O)NS(=O)(=O)c1ccccc1 (configuration not stated)	-6	-10	-3	-2	11	0.1	0.0	-5
COc1ccc(C2CC(c3ccc(C)o3)=NN2C(C)=O)cc1 (configuration not stated)	2	nt	nt	-12	-5	nt	0.0	1
Cc1ccc(-c2cnc3c(c2)C(=O)N([C@@H](C)CO)C[C@@H](C)[C@@H](CN(C)C(=O)Cc2ccncc2)O3)cc1	-43	7	-5	-22	-2	0.2	-0.2	-4
COc1ccc(-n2nc(C)c3c(=O)c4c([nH]c32)CCCC4)cc1	-2	-8	2	-8	-5	nt	0.0	1
CCC(CC)C(=O)N1CCN(c2ccccc2)CC1	-5	nt	nt	6	-1	0.5	0.3	7
CO[C@H]1CN(C)C(=O)c2cc(NS(C)(=O)=O)ccc2OC[C@@H](C)N(CC2CC2)C[C@@H]1C	2	4	0	0	-4	-0.2	-0.2	-1
CN1C(=O)c2cc(NC(=O)C3CCCCC3)ccc2OC[C@@H]2O[C@H](CC(=O)NCCc3ccncc3)CC[C@H]21	7	-7	-1	-1	-1	0.0	0.5	nt
C[C@@H]1CN([C@H](C)CO)C(=O)c2cccc(NC(=O)c3ccc(-c4nccs4)cc3)c2O[C@@H]1CN(C)CC1CC1	-2	-1	-5	-4	-2	0.1	-1.2	-1
COc1ccc(CN(C)C[C@@H]2OCCCC[C@H](C)Oc3ccc(NS(=O)(=O)c4ccc(C)cc4)cc3C(=O)N([C@H](C)CO)C[C@@H]2C)cc1	-4	-1	-2	34	2	0.0	-0.5	7
Cc1cc(OCC(=O)Nc2cccc(S(=O)(=O)N3CCCCC3)c2)ccc1Cl	-2	-3	1	-2	1	-0.6	-0.6	7
O=C(O)c1ccccc1C(=O)Nc1ccc(Oc2ccc3ccccc3c2)cc1	-7	0	-6	-32	-6	nt	0.1	2
COC(=O)C[C@@H]1CC[C@H]2[C@@H](COC[C@H](O)CN2S(=O)(=O)c2cn(C)cn2)O1	1	-6	-1	0	0	-0.1	0.2	-2
Cc1oc(-c2ccccc2F)nc1CS(=O)(=O)CC(=O)NCc1ccco1	0	-7	7	-22	-7	nt	0.0	-6
CC(C)C[C@@H](CNCC(=O)[C@H](C)NC(=O)c1[nH]cnc1C(=O)N[C@H](CN)CC(C)C)NC(=O)c1nc[nH]c1C(=O)N[C@@H](C)C(=O)O	-3	19	-7	-5	nt	0.1	0.0	0
O=C(CC(=O)Nc1cccc(Cl)c1)N/N=C\c1ccccc1	-4	-2	nt	-18	4	nt	0.0	3
O=C(N[C@@H]1CC[C@H](CCNS(=O)(=O)c2cccc(Cl)c2)O[C@@H]1CO)c1ccc(F)cc1	-6	2	0	-15	1	-0.3	-0.4	10

In another format: results already given
CCCC(=O)N1CCC1(C)C(=O)NS(=O)(=O)c1ccccc1 (configuration not stated)
  S100A4 inh HTS: -6	RAD54 inh: -10	esBAF inh: -3	RAD52 inh: -2	ERAP1 inh: 11	E-selectin induc: 0.1	XiGFP reactiv: 0.0	ERp5 inh: -5

COc1ccc(C2CC(c3ccc(C)o3)=NN2C(C)=O)cc1 (configuration not stated)
  S100A4 inh HTS: 2	RAD54 inh: nt	esBAF inh: nt	RAD52 inh: -12	ERAP1 inh: -5	E-selectin induc: nt	XiGFP reactiv: 0.0	ERp5 inh: 1

(list continues)
SMILES	S100A4 inh HTS	RAD54 inh	esBAF inh	RAD52 inh	ERAP1 inh	E-selectin induc	XiGFP reactiv	ERp5 inh
CCN(CC)c1ccc(/C=N/NC(=O)c2cccc(S(=O)(=O)N3CCOCC3)c2)cc1	-1	-9	nt	-21	-4	0.9	0.0	-2
Cc1ccc(OCC(=O)N2N=C(c3cccnc3)CC2(O)C(F)(F)F)cc1C (configuration not stated)	-3	nt	nt	-14	1	1.9	0.0	3
C[C@@H]1CCCCO[C@@H](CN(C)C(=O)c2ccncc2)[C@H](C)CN([C@@H](C)CO)C(=O)c2cc(NC(=O)CCC(F)(F)F)ccc2O1	nt	2	-6	nt	nt	-0.4	0.0	nt
CN(C)CCNC(=O)Cc1ncc(C(F)(F)F)cc1Cl	-1	13	0	-16	-5	7.5	-0.1	-1
Cc1cc(=O)[nH]c(SCc2cccc3ccccc23)n1	-8	-3	5	-11	-9	0.1	0.1	2
CN(C)CC#Cc1ccc([C@H]2[C@H](CO)N3CCCCN(C(=O)Nc4ccc(F)cc4)C[C@@H]23)cc1	14	-4	-5	29	-5	-0.4	0.2	-7
CCCNC(=O)N1[C@H](C#N)[C@@H](c2ccccc2)[C@H]1CO	10	0	-3	3	2	0.4	0.2	1
CCCn1c(=NC(=O)CS(=O)(=O)c2ccccc2)sc2cc(S(C)(=O)=O)ccc21	-2	12	-7	-8	-2	-1.7	-0.1	7
Cc1cc(C(=O)NCc2ccc3c(c2)OCO3)n(-c2ccccc2)n1	-1	-6	4	5	-4	0.1	0.0	2
S=c1[nH]nc(-c2ccc3ccccc3n2)n1-c1cc(Cl)cc(Cl)c1	2	nt	nt	1	12	0.1	0.1	4
C#CCOCCOCCOCCNc1nc(N2CCN(C(=O)[C@H](CCCCN)n3cc(CC(C)O)nn3)CC2)nc(N2CCN(C(=O)[C@H](Cc3ccc(O)cc3)n3cc(CCO)nn3)CC2)n1 (some centres not stated)	-9	10	9	-9	-4	-0.1	0.0	-1
Cc1ccc(-c2n[nH]c(=O)c3ccccc23)cc1S(=O)(=O)NC(C)(C)C	-9	nt	3	-12	-1	nt	0.0	-1
COc1cccc(N=C(N)N)c1	-2	2	7	-11	-1	-0.2	0.3	0
Cc1noc(C)c1S(=O)(=O)N(C)C[C@H]1Oc2ccc(NS(=O)(=O)c3cccs3)cc2CC(=O)N([C@H](C)CO)C[C@H]1C	-3	-4	8	-3	2	-0.2	-1.1	4
CC(C)C[C@@H](COCc1ccc(C(F)(F)F)cc1)N1CCN(C(=O)c2ccc(C(F)(F)F)cc2)CCC1=O	-6	nt	nt	15	nt	-1.6	0.0	2
O=C(Nc1ccccc1Br)c1cc(=O)c2ccccc2o1	1	-1	49*	-11	-1	nt	0.5	2
CCN(c1ccccc1)S(=O)(=O)c1cc(C(=O)OC(C)C(=O)Nc2ccc3c(c2)OCCO3)ccc1C (configuration not stated)	-2	nt	8	4	-2	nt	-0.2	3
CC(C)COC(=O)N1CCCCC1c1cc(C(=O)Nc2ccc3c(c2)OCO3)no1 (configuration not stated)	-4	1	-4	-11	-4	-0.1	0.0	5
CCCCCCN1C=C/C(=C\C=C(C#N)C#N)c2ccccc21	-4	nt	nt	-13	-1	13	0.0	-4
O=C(C[C@H]1C[C@@H]2c3cc(NS(=O)(=O)c4ccccc4)ccc3O[C@@H]2[C@H](CO)O1)NC1CCCCC1	8	-5	-1	-1	-2	0.0	0.1	1
COCC(=O)Nc1ccc2c(c1)C(=O)N(C)[C@H]1CC[C@@H](CC(=O)NCC(F)(F)F)O[C@@H]1CO2	0	-2	3	-2	-2	-0.2	0.3	4
CO[C@H]1CN(C)C(=O)c2ccc(NC(=O)Nc3cccc(F)c3)cc2OC[C@H](C)N(C(=O)C2CC2)C[C@@H]1C	-2	nt	nt	7	3	-0.1	0.0	nt
Cc1ccc(OCC(=O)N2CCC(N3CC(C)CC(C)C3)CC2)cc1 (configuration not stated)	-3	4	-7	1	2	-0.2	0.2	-9
O=C1CN(S(=O)(=O)c2ccccc2)C[C@H]2[C@H](c3ccc(C4=CCCC4)cc3)[C@@H](CO)N12	-16	nt	nt	-19	1	0.2	0.3	3
COC(=O)C[C@H]1CC[C@H]2[C@@H](COC[C@H](O)CN2C(=O)Nc2cccc(F)c2)O1	-4	3	32	0	-3	-0.1	0.0	-2

More entries follow.
SMILES	S100A4 inh HTS	RAD54 inh	esBAF inh	RAD52 inh	ERAP1 inh	E-selectin induc	XiGFP reactiv	ERp5 inh
O=C(C1CC1)N1CC2(C1)[C@@H](c1ccccc1)[C@@H](CO)N2CC1CCCC1	20	nt	nt	-3	3	-0.1	0.2	-6
O=C(CNC(=O)c1ccc2c(c1)OCCO2)N=Nc1c(O)[nH]c2ccccc12	-1	-2	2	-11	1	nt	0.1	-3
CO[C@H]1CN(C)C(=O)c2ccc(NS(C)(=O)=O)cc2OC[C@@H](C)NC[C@@H]1C	3	-14	-5	-12	-1	1.4	0.3	-1
O=C1C2CCCCN2C(=O)N1CCN1CCN(c2cccc(Cl)c2)CC1 (configuration not stated)	-3	-8	7	-11	-7	nt	-0.1	-4
CC(OC(=O)CNC(=O)c1cccs1)C(=O)Nc1ccc(S(N)(=O)=O)cc1 (configuration not stated)	2	-3	nt	5	-3	1.6	0.0	3
C[C@H](CO)N1C[C@H](C)[C@@H](CN(C)Cc2ccccc2)OCCCC[C@H](C)Oc2ccc(NS(=O)(=O)c3ccc(F)cc3)cc2C1=O	4	4	4	17	0	nt	0.1	0
COC(=O)CN1C(=O)[C@H]2[C@@H](/C=C/c3ccccc3)N3C(=O)CN(CCO)C(=O)[C@@]3(Cc3ccccc3)[C@H]2C1=O	-2	9	11	-17	nt	-0.1	0.3	1
CCCCCN(C(=O)CCC(=O)OCC(=O)N(C)Cc1ccc(C)cc1)c1c(N)n(CCCC)c(=O)[nH]c1=O	-1	1	1	8	7	nt	0.1	3
C[C@H]1CN([C@@H](C)CO)C(=O)c2cc(C#CC3CC3)cnc2O[C@H]1CN(C)C(=O)Nc1ccccc1	9	5	15	6	0	-0.2	0.1	2
O=C(CSc1nnc(-c2cccs2)o1)NCc1ccco1	-3	nt	nt	-13	0	nt	0.0	-1
O=S(=O)(Oc1ccccc1C(=S)N1CCOCC1)c1ccc(Cl)cc1	30	15	nt	-8	0	-0.1	0.0	0
Cc1sc2ncnc(OCc3nnc(-c4cccs4)o3)c2c1C	0	nt	nt	-77	5	nt	-0.1	0
C[C@@H]1CN([C@H](C)CO)C(=O)c2cc(C#CCN(C)C)cnc2O[C@H]1CN(C)C(=O)Cc1ccncc1	2	-6	12	-20	0	-0.2	-1.5	0
COc1ccccc1NS(=O)(=O)c1cccc(C(=O)NNC(=O)C(NC(N)=O)C(C)C)c1 (configuration not stated)	-3	nt	4	6	nt	0.1	0.0	0
